UBC13 inh: UBC13 polyubiquitin chain formation inhibitors, primary screen, biochemical, TR-FRET, uHTS | 330,000 tested, 0.47% active | Ubiquitin-conjugating enzyme E2 N (Homo sapiens), P61088 | inhibition, % at 20 µM; in the data active = inhibition above about 45%, passing the limit was not always enough
Target sequence (P61088 whole entry, looked up): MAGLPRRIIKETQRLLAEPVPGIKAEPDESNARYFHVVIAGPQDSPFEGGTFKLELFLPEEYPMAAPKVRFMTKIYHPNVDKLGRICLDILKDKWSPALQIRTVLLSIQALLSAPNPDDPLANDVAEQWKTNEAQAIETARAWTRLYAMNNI
Gli-Sufu antag: Gli-Sufu pathway antagonists, primary screen, luciferase luminescence, Sufu-KO-LIGHT cells, uHTS. Sufu-KO-LIGHT fibroblasts, Gli luciferase reporter luminescence. inhibition, % at 5 µM. 340,000 tested, 0.74% active. AID 588413, 2011;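 active = inhibition above about 55%, limit read from the data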;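 also: 0% = DMSO-treated cells and 100% = wells with medium but no cells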
Jurkat NFkB inh: inhibitors of induced NF-kB luciferase reporter, primary screen, TCR NF-kB activation inhibitor project, cell-based, luminescence, uHTS; Jurkat, PMA/ionomycin-induced NF-kB luciferase reporter; inhibition, % at 4 µM; 330,000 tested, 0.53% active; AID 435003, 2010
697 NFkB inh: inhibitors of PMA/ionomycin-induced NF-kB reporter, 697 cells, primary screen, B-cell NF-kB inhibitor project, cell-based, luminescence, uHTS; 697 B-cell NF-kB luciferase reporter, 16 h; inhibition, % at 4 µM; 330,000 tested, 0.33% active; AID 435022, 2010; in the data active = inhibition above about 35%
CCR6 antag: CCR6 receptor antagonists, primary screen, cell-based, CHO-K1, luminescence, beta-arrestin, uHTS | CHO-K1 CCR6 PathHunter beta-arrestin, CCL20-stimulated | inhibition, % at 20 µM | 340,000 tested, 0.49% active;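 active = compounds whose inhibition of the agonist-driven luminescence signal at 20 µM reaches about 50%, limit read from the data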;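 also: cells stimulated with CCL20 at 14 nM final; plate controls were DMSO with CCL20 for no effect and DMSO without agonist for full effect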
SENP8 block: SENP8 protease inhibitors, primary screen, biochemical, luminescence; Sentrin-specific protease 8 (Homo sapiens), Q96LD8; purified SENP8, Z-RLRGG-aminoluciferin cleavage; inhibition, % at 10 µM; 330,000 tested, 1.2% active; AID 2540, 2010
Target sequence (Q96LD8 whole entry, looked up): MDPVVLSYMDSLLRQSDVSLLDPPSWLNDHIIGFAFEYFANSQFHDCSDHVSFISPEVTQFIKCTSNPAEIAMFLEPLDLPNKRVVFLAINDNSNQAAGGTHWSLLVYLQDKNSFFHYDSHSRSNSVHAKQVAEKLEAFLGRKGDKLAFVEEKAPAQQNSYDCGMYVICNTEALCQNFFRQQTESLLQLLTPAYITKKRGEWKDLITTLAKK
EBI2 block: EBI2 receptor antagonists, beta-arrestin recruitment, primary screen, cell-based, luminescence, 7a,25-OHC stimulation, uHTS; G-protein coupled receptor 183 (Homo sapiens), P32249; 7a,25-OHC stimulated; 360,000 tested, 0.81% active; inhibition, % at 5 µM; in the data active = inhibition above about 38%;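 also: enzyme fragment complementation signal reports receptor beta-arrestin coupling in cells; 0% = agonist plus DMSO wells and 100% = wells without agonist; some results beyond the cut were filed as inactive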
Target sequence (P32249 whole entry, looked up, the tested form may be a part): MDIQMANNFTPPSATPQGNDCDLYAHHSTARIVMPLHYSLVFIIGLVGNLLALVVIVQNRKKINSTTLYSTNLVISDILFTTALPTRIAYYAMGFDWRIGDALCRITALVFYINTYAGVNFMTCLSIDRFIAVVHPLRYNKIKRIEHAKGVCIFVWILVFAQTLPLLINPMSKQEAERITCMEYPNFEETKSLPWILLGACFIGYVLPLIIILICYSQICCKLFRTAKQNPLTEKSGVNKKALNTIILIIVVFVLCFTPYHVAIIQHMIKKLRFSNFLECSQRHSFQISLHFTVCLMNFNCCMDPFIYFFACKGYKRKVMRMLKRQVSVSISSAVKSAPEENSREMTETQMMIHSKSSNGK
Apaf1 inhib: inhibitors of human Apaf-1 apoptosome, primary screen, biochemical, DEVD-Rh110 fluorescence, uHTS. reconstituted apoptosome caspase-3 activity. 330,000 tested, 0.71% active. AID 489030, 2010. Apoptotic protease-activating factor 1 (Homo sapiens), O14727. inhibition, % at 20 µM; active = inhibition of at least 40% at 20 µM;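 also: plate controls were DMSO wells for no effect and DEVD-CHO caspase inhibitor wells for full effect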
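Material: cell-free apoptosome with Apaf-1, procaspase-3 and caspase-9; Buffer or medium: Hepes pH 7.5 with detergent and BSA; Reagent: cytochrome c trigger plus (Z-DEVD)2-Rh110 caspase-3 substrate; Times: compound with Apaf-1, dATP, procaspase-3 30 min, then 50 min reaction, room temperature; Technique: Rh110 fluorescence intensity.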
* hit, by the source's call; / = no result given. Rule as the data show it, unless noted: active = inhibition above about 50%; inactive = the rest. An excerpt; count on the stated rates, not on these rows.

SMILES	UBC13 inh	Gli-Sufu antag	Jurkat NFkB inh	697 NFkB inh	CCR6 antag	SENP8 block	EBI2 block	Apaf1 inhib
Cc1ccc(CN2C(=O)CCC2(C)C(=O)NCc2cccnc2)cc1 (stereo not given)	-4	1	-9	-8	-3	0	3	14
Cc1ccccc1CN1CCN(CC(=O)NCc2ccco2)C1=O	-3	0	-6	14	8	2	2	-7
O=C(CCc1ccccc1)N=C1SC2CS(=O)(=O)CC2N1c1cccc(F)c1 (stereo not given)	-1	36	-3	-11	4	-2	12	8
CCC[C@H]1COCCS(=O)(=O)N1Cc1ccccc1F	-1	-4	13	0	6	-13	-9	13
COc1ccc(CCn2c(C)c(C(C)=O)c(C(C)=O)c2C)cc1OC	4	-11	6	-4	16	6	-1	-17
COc1ccc(/C(=N\O)c2nccc3cc(OC)c(OC)cc23)cc1OC	-8	-33	3	-3	-1	-8	-8	-3
COCc1cc(=O)[nH]c(/N=C(\N)Nc2ccc(Cl)c(Cl)c2)n1	-4	4	5	-3	2	-9	-5	-15
COCCCn1c(=O)c2ccccc2n(CC(=O)N2CCCc3ccccc32)c1=O	0	-11	-12	9	15	4	-10	3
CCN(CC)C(=O)C(=O)N/N=C/c1cccs1	1	6	-2	4	-3	-7	8	1
Cc1ccc(S(=O)(=O)Nc2cc3c4c(c2)C(C)C(=O)N4CCC3)cc1 (stereo not given)	-4	3	2	-10	6	-8	4	10
Cc1ccc(C)n1CCN1CCN(C(=O)c2ccc(Cl)cc2)CC1	-2	-6	-11	12	-8	-2	11	4
COC(=O)CNC(=O)c1ccccc1F	-9	-21	-16	-21	-7	-2	-4	-2
CCC(=O)c1cn(CC(=O)Nc2cccc(C)c2)c2ccccc12	-5	3	9	-10	5	10	-5	2
CCOc1ccc(Cc2c(C)[nH]c3ccc(C(=O)O)cc3c2=S)cc1	-3	-14	-4	3	6	-4	-4	2
CCOc1ccc(C(CC(=O)O)NC(=O)Cc2ccccc2)cc1OC (stereo not given)	4	1	-6	-2	-4	5	-10	-7
C#CCOCCOCCOCCNc1nc(N2CCN(C(=O)[C@H](CCC(=O)O)n3cc([C@@H](N)[C@H](C)CC)nn3)CC2)nc(N2CCN(C(=O)[C@H](CCC(=O)O)n3cc([C@@H](N)CC(N)=O)nn3)CC2)n1	-2	-6	-4	8	5	3	-5	-11
COC(=O)c1ccc2[nH]cc(CCO)c2c1	-6	31	-1	3	-9	-6	-3	-2
CCN(CC(=O)NCc1ccc(F)cc1)C(=O)CN1CCN(c2cc(Cl)ccc2C)CC1	6	-3	3	3	20	3	6	12
NNC(=O)[C@H](Cc1ccccc1)NC(=O)NCCc1ccccc1	1	5	2	9	7	-4	5	-2
CC(C)(C)c1[nH]ncc1[N+](=O)[O-]	-1	-3	5	18	3	-5	1	2
Cc1cc(NC(=O)c2ccc(C)c(C)c2)no1	5	-69	-83	-67	1	-1	-3	-1
COc1cccc(OCC(=O)Nc2c3c(nn2-c2ccccc2)CS(=O)(=O)C3)c1	-10	4	5	-15	-20	-10	12	5
CCOC(=S)SCc1cn2cccc(C)c2n1	-4	-22	-6	-11	6	-15	-4	1
Cc1cccc(-c2cc(C(=O)Nc3ccc4c(c3)OCCO4)c3ccccc3n2)c1	-21	6	-11	-50	5	0	2	14
COc1ccc(N2C(=S)N=C(Nc3ccccc3)C23CCCCC3)cc1	4	-2	8	-15	2	3	8	13
O=C(NCCc1cn2ccccc2n1)c1cc(COc2c(F)cccc2F)on1	5	2	2	-11	11	0	13	2
Cc1cc(OCCCCOc2ccc(C#N)cc2)ccc1[N+](=O)[O-]	2	3	6	4	15	-1	20	13
CCN(CC)CCNc1ncnc2c1[nH]c1ccc(OC)cc12	23	/	-5	11	/	4	/	3
C/C(CCc1ccccc1)=N/NC(=O)C(=O)NC(C)c1ccccc1 (stereo not given)	3	-1	-1	7	-22	5	-9	-6
O=C(c1csc2ccccc12)N1CCN(c2ccc(Cl)c(Cl)c2)CC1	-5	9	0	10	13	-15	38	27
O=C(Nc1cccc2ccccc12)/C(Cl)=C/c1ccccc1	-4	-9	-19	-6	27	-15	8	21
Cc1ccc(OCC(=O)Nc2ccc3c(c2)CCC3)c([N+](=O)[O-])n1	-7	4	-30	-47	6	2	-7	4
O=c1[nH]cnc2sc3c(c12)CCCC3	16	-8	17	12	16	-2	-5	1
CCCC[C@@H]1CN=C(N)N1CCc1cc(C(F)(F)F)cc(C(F)(F)F)c1	67*	38	18	8	14	-15	-9	52*
COc1ccc(-n2nc(C(=O)NCC(=O)NC(C)C)c3ccccc3c2=O)cc1	4	2	-25	12	4	0	6	8
CC(NC(=O)Cc1cccs1)C(c1cccs1)N1CCOCC1 (stereo not given)	3	17	19	-7	15	-4	5	-18
CCc1nnc(NC(=O)Cc2ccc(OC)c(OC)c2)s1	-12	-2	-3	-11	1	-15	-1	5
O=S(=O)(NCCc1cn2ccccc2n1)c1ccc2c(c1)OCCO2	1	3	2	2	-3	2	1	-8
Cc1ccc(-c2nn(-c3ccccc3)cc2/C=C/C(=O)O)o1	2	-8	-6	-11	-12	-6	3	-3
CN(C)C1(CNC(=O)C2CCC(=O)N(Cc3ccc(Cl)cc3)C2)CCCCC1 (stereo not given)	-4	6	5	-9	5	12	4	-1

Exported with values under each structure: part of the list above.
Every second line gives: UBC13 inh, Gli-Sufu antag, Jurkat NFkB inh, 697 NFkB inh, CCR6 antag, SENP8 block, EBI2 block, Apaf1 inhib
> O=C(c1csc2ccccc12)N1CCN(c2ccc(Cl)c(Cl)c2)CC1
 : -5, 9, 0, 10, 13, -15, 38, 27
> O=C(Nc1cccc2ccccc12)/C(Cl)=C/c1ccccc1
 : -4, -9, -19, -6, 27, -15, 8, 21
> Cc1ccc(OCC(=O)Nc2ccc3c(c2)CCC3)c([N+](=O)[O-])n1
 : -7, 4, -30, -47, 6, 2, -7, 4
> O=c1[nH]cnc2sc3c(c12)CCCC3
 : 16, -8, 17, 12, 16, -2, -5, 1
> CCCC[C@@H]1CN=C(N)N1CCc1cc(C(F)(F)F)cc(C(F)(F)F)c1
 : 67*, 38, 18, 8, 14, -15, -9, 52*

Later entries
SMILES	UBC13 inh	Gli-Sufu antag	Jurkat NFkB inh	697 NFkB inh	CCR6 antag	SENP8 block	EBI2 block	Apaf1 inhib
CCOC(=O)C(C)NC(=O)c1cn(-c2ccc(OC)cc2)c(=O)c2ccccc12 (stereo not given)	-2	16	-28	4	-10	-12	0	6
O=C(Cc1c(F)cccc1Cl)NCC1CCCO1 (stereo not given)	0	-2	3	9	11	-1	-6	-17
CC1(C)CC(=O)C=C(Nc2ccccc2NC(=O)c2cnccn2)C1	0	0	13	10	6	2	-5	-4
O=C(NC1CC(=O)N(c2ccc(Cl)cc2)C1)N1CCN(C(=O)c2ccco2)CC1 (stereo not given)	4	-8	-4	21	3	8	66*	1
CCSc1nc2c(c(-c3ccc(C)o3)c1C#N)CCCC2	0	-22	-7	6	6	-9	5	21
CCOc1ccccc1NC(=O)CSc1nnc(CNC(=O)c2cc(OC)c(OC)c(OC)c2)o1	-5	-27	-4	-18	3	-9	2	-2
O=C(c1ccc(CS(=O)(=O)c2ccc(Br)cc2)o1)N1CCOCC1	2	-5	6	6	-9	2	2	1
O=C(NCc1ccc(F)cc1)c1cccc(NC2=NC3CS(=O)(=O)CC3S2)c1 (stereo not given)	3	0	3	5	-8	-7	-6	6
C#CCOCCOCCOCCNc1nc(N2CCOCC2)nc(N2CCN(C(=O)[C@H](CCCCN)n3cc([C@@H](N)C(C)CC)nn3)CC2)n1 (stereo not given in full)	23	-1	4	22	7	3	6	2
Nc1nc(N)n(-c2ccccc2)c(=Nc2ccccc2)n1	-3	8	19	5	0	2	3	2
Cc1cccc(NC(=O)c2cccc(N3C(=O)CCC3=O)c2)c1	8	2	5	15	9	-4	-5	-4
CC(C)CCNC(=O)C(c1cccnc1)N(Cc1ccccc1)C(=O)Cn1nnc2ccccc21 (stereo not given)	-6	1	-14	4	6	-13	-5	8
CCN(CC)CCN(C(=O)Cn1nnc(-c2ccc(C)o2)n1)C(C(=O)NC(C)(C)C)c1cccs1 (stereo not given)	2	18	2	16	3	7	6	5
O=C(Nc1cccnc1)c1cccc(S(=O)(=O)N2CCOCC2)c1	14	0	-4	20	-10	4	-3	-10
Cc1ccc(N(Cc2cc3ccccc3[nH]c2=O)C(=O)c2ccco2)c(C)c1	2	-1	-9	5	2	6	-8	16
COc1ccc(S(=O)(=O)N2CCC(C(=O)N3CCc4ccccc4C3)CC2)cc1OC	-6	-10	12	-22	14	-10	18	19
Cc1onc(-c2c(Cl)cccc2Cl)c1-c1nnc(-c2ccc(Cl)cc2)o1	0	13	26	-7	16	11	29	-14
CCOC(=O)c1c(SCC(=O)Nc2nccs2)nc(C)c(C)c1C	13	-42	-19	-90	22	10	-2	3
CCO[C@H]1OC(C(=O)N2CCN(Cc3ccccc3)CC2)=C[C@@H](c2ccccc2)[C@@H]1CCCO	11	6	6	-13	5	0	-11	9
COc1ccc(NC(=O)c2cc3c(=O)n4ccccc4nc3n2C)c(OC)c1	14	-19	-25	-17	-7	-3	7	-9
O=C(CN(C(=O)CNS(=O)(=O)c1ccc(F)cc1)c1cccc(F)c1)NCC1CCCO1 (stereo not given)	-5	2	-14	-18	7	-12	1	4
CCO/C=C1/C(=O)N(Cc2ccccc2)C(=O)c2ccccc21	-19	-5	9	-8	-16	90*	-1	62*
Cc1ccc(C)c(NC(=S)NNC(=O)c2csc(C(C)C)c2)c1	-7	-31	-9	-15	24	20	-10	6
Cc1ccc(S(=O)(=O)N2CCCCC2)cc1NC(=O)COC(=O)c1ccc(=O)[nH]c1	-13	-8	-2	13	-10	-10	-6	1
CCOC(=O)c1ccc(NC(=O)c2nc[nH]c2C(=O)N[C@@H](C)C(=O)OC(C)(C)C)cc1	58*	-5	1	8	-2	-4	-19	31
O=C(NCCN1CCOCC1)c1cc(Cl)ccc1Cl	4	-9	20	12	-2	-4	4	-6
COc1cnc(-c2ccccn2)nc1Sc1ccccc1	-7	10	-15	-23	12	-4	2	12
COc1ccc2cc3cc(C(=O)N4CC(C)CC(C)C4)oc3nc2c1 (stereo not given)	6	-21	-46	-57	19	-5	13	13
CC1(C)C(=O)Nc2ccccc2N1C(=O)COC(=O)c1cccc(O)c1	-13	2	-13	-2	5	-9	1	2
CC(C)CN1C(=O)C(=O)N(CC(=O)N2c3ccccc3NC(=O)CC2C)C1=O (stereo not given)	3	-4	4	-8	2	6	-2	-2
CCN(CC)CCNC(=O)c1ccc(NC(=O)c2cc(S(=O)(=O)N3CCCCC3)ccc2C)cc1	3	13	9	7	-18	-6	4	7
COc1ccc(-c2oc3ccccc3c2C#Cc2cncn2C)cc1	27	16	18	-50	6	-18	10	15
CCOC(=O)c1[nH]c2ccc(OC)cc2c1NC(=S)N1CCN(C(=O)OCC)CC1	13	8	-2	12	3	-3	9	-6
COc1ccc(O)c(C(=O)c2cnn(C(=O)c3cccc(N(C)C)c3)c2)c1	-20	-7	-14	-44	-1	-1	-6	20
CC1CC(C)CN(C(=O)COC(=O)Cc2ccc(Br)cc2)C1 (stereo not given)	1	-6	1	5	8	7	-9	9
COc1ccc(-n2c(-c3ccc(Br)cc3)c[n+]3c2CCc2ccccc2-3)cc1	8	86*	25	101*	16	-8	-3	-10
O=C1C(Cc2ccccc2)Nc2ncnc(N3CCN(c4ccccc4)CC3)c2N1Cc1ccc(Br)cc1 (stereo not given)	-11	3	12	7	87*	10	75*	24
COc1ccc2sc(N(CCN(C)C)C(=O)c3cc(Cl)sc3Cl)nc2c1	18	-1	-4	11	5	8	15	-18

Screens deposited in PubChem BioAssay by Sanford-Burnham Center for Chemical Genomics.
